# Casp6 inh = caspase-6 (human) enzyme inhibition. purified caspase-6, Z-VEID-R110 cleavage fluorescence. 350,000 tested, 0.53% active. AID 686996. inhibition, % at 12.5 µM. P55212;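 active means mean inhibition across replicates at least about 35%, with every replicate also reaching that limit, limit read from the data; inconclusive means only one of the two criteria met; inactive means neither criterion met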;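 further: 0% = median of neutral control wells and 100% = no fluorescence left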
# Target sequence (P55212 24-179 limits assumed): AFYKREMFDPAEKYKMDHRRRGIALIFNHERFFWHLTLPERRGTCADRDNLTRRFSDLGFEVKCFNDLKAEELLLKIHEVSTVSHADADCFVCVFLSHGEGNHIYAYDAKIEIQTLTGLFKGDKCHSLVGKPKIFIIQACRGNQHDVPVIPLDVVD
# Target sequence (P55212 194-293 limits assumed): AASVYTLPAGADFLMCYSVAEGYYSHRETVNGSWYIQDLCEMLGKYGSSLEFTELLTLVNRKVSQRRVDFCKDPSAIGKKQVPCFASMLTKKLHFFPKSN
# EWS-Fli block = blocks EWS/Fli oncoprotein-driven transcription | A673 NR0B1-luciferase reporter, viability-normalised | inhibition, % at 12.6 µM | 350,000 tested, 0.67% active;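 active means mean inhibition of at least 50% after viability correction, with every replicate also passing that limit; inconclusive means mean reaches 50% but only one of two replicates passes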;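 further: firefly luciferase signal divided by Alamar Blue viability fluorescence both relative to DMSO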
# LGR2 inh = blocks bursicon-induced cAMP signaling via Drosophila LGR2 | HEK293 LGR2, CRE-luciferase, bursicon-stimulated, 4 h | inhibition, % at 9.99 µM | 380,000 tested, 0.35% active | AID 720647;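 active means drop in luminescence signal, shown as inhibition above about 50% in the replicate tests, limit read from the data, passing the limit was not always enough; inconclusive means probably only some replicates passing the limit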;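 further: agonist challenge used bursicon conditioned medium at about half maximal strength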
# DENV2 CPE rescue = DENV2-induced cell death inhibition; 350,000 tested, 1.7% active; CPE inhibition, % at 9.99 µM; DENV2-infected cells, cytopathic effect rescue, plate reader; AID 651640; in the data active means CPE inhibition above about 20%, passing the limit was not always enough; inconclusive means no clear call, values can overlap the other calls; tested in BHK-21 cells;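 further: 0% = median of neutral control wells and 100% = median of positive control wells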
# ARNT TACC3 PPI = disrupts binding between human ARNT and TACC3; AID 623870; Q9Y6A5; AlphaScreen His-ARNT PAS-B/GST-TACC3 binding, luminescence; TACC3 fragment carries E629A point mutation; inhibition, % at 9.99 µM; 390,000 tested, 0.66% active;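 active means mean inhibition of replicates at least 50% and at least half of replicates each reaching 50%; inconclusive means half or more replicates reach 50% but mean below 50%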;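 further: 0% = complete ARNT plus TACC3 wells and 100% = ARNT alone without TACC3; many hits fall short of the cut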
# SIRT5 block = blocks human SIRT5 desuccinylation of peptide | 330,000 tested, 1.1% active | Q9NXA8 | Purified SirT5, succinyl-peptide AMC, trypsin-coupled fluorescence | AID 652115 | inhibition, % at 15 µM; in the data active means inhibition above about 15%; inconclusive means no clear call, values can overlap the other calls
# Target sequence (Q9NXA8 whole entry, looked up): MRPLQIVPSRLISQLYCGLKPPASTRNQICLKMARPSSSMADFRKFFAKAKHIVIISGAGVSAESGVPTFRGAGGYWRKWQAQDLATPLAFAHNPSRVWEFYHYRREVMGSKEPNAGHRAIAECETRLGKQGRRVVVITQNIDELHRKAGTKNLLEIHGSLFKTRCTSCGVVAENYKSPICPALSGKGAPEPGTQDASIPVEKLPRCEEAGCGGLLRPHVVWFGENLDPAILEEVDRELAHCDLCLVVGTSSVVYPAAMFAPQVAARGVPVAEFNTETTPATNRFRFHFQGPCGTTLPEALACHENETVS
# PAX8 inh HTS = inhibitors of PAX8 transcriptional activity in RMG-I cells; RMG-I TPO-luciferase reporter, SteadyGlo, 24 h; inhibition, % at 12.6 µM; 360,000 tested, 1.2% active;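 active means mean replicate inhibition at least 60% with every replicate also reaching 60%; inconclusive means only one of the two criteria is met; inactive means mean below 60% and not all replicates reaching 60%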;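 further: luciferase light reporting Pax8 driven TPO promoter activity; plate controls were median of neutral control wells for no effect and mitoxantrone controls for full effect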
# The depositor's hits bear a star; ? = inconclusive; . = not tested or not shown. The order is random. About 4.9% of those tested had a hit in this group.
Compound	DENV2 CPE rescue	EWS-Fli block	ARNT TACC3 PPI	SIRT5 block	LGR2 inh	Casp6 inh	PAX8 inh HTS
CN(CC(=O)Nc1ccccc1Cl)C(=O)c1cccc(-n2cccc2)c1	18	-11	3	-1	2	0	2
COc1cccc(C(=O)C(CCC#N)c2ccccc2)c1 (configuration not stated)	8	3	.	-1	-14	1	9
COc1ccc(S(=O)(=O)N2CCOCC2)cc1NC(=O)c1ccc(OCC(C)C)c(OC)c1	16	9	15	-3	9	1	30
O=C(NCc1ccccc1)c1ccc(NC(=O)C2CCC2)cc1	?	-13	-1	.	-24	-2	-24
CC(C)c1ccc(O)c(NC(=S)NC(=O)CCc2ccccc2)c1	-1	-1	-4	-1	-16	-3	3
CN(Cc1c(C(=O)N/N=C/c2ccccc2O)nnn1-c1nonc1N)C1CCCCC1	5	5	.	.	39	0	70*
CCC(=O)N1[C@@H](CO)[C@@H]2c3ccccc3N(C(=O)Nc3ccccc3Cl)C[C@@H]21	-2	-3	1	-4	-11	-1	13
C[C@@H]1CCCCO[C@H](CN(C)Cc2ccc(C(=O)O)cc2)[C@H](C)CN([C@H](C)CO)C(=O)c2cc(NC(=O)Nc3ccc4c(c3)OCO4)ccc2O1	-1	-19	9	-4	-18	2	-16
CCC1CCCCN1C(=O)CSc1nnc(-c2ccc(OC)cc2)o1 (configuration not stated)	0	-6	.	-1	5	1	5
CCCNC(=O)C(Cc1ccc(I)cc1)NC(=O)c1ccc2ccccc2n1 (configuration not stated)	-16	1	5	.	11	-2	15
CN(C)CC(=O)N1CCCCN2[C@H](CO)[C@H](c3ccc(-c4ccccc4)cc3)[C@H]2C1	-33	10	11	-4	-6	-2	3
Cc1noc(C)c1S(=O)(=O)Nc1ccc2c(c1)CC(=O)N([C@H](C)CO)C[C@@H](C)[C@H](CN(C)C(=O)Nc1ccc(F)cc1)O2	-12	2	-3	-1	19	-1	-8
COc1cccc(CC2(CO)CCN(S(=O)(=O)c3ccc(OC)cc3OC)CC2)c1	1	20	-15	0	.	-4	20
CC(=O)c1cnc(-c2ccccc2)s1	-6	-24	.	-3	-61	.	-21
CCOC(=O)C1(C)C=C(Nc2ccc(O)cc2)C(=O)N1c1ccc(O)cc1 (configuration not stated)	4	-4	14	-6	-30	26	2
O=C(Oc1ccc(/C=N/NC(=O)c2ccccn2)cc1)c1cccc(F)c1	?	.	3	-1	-21	1	-46
CCOC(=O)C1CCN(C(=O)C2CCN(S(=O)(=O)c3ccc4c(c3)CC(C)N4C(C)=O)CC2)CC1 (configuration not stated)	5	-3	4	0	6	-1	-8
CCc1ccc(-c2nc(CS(=O)CC(=O)O)c(C)o2)cc1 (configuration not stated)	2	-35	-12	-1	-21	9	-37
Cc1ccn(C(=O)c2ccc(NC(=O)CC(C)C)cc2)n1	.	.	-1	.	-32	.	-3
COC(=O)c1ccccc1NC(=O)c1ccc2c(c1)OCCCO2	2	-49	8	-2	-6	-1	-47
O=C(NCCN1CCN(C(=O)c2ccccc2Cl)CC1)C(=O)NCc1ccccc1	-2	-3	4	-1	1	-3	-4
COc1cccc(C(=O)N(C)CC(=O)Nc2ccc(F)c(F)c2F)c1	6	3	-7	-4	10	-1	20
Cn1c(CO)nc2c3ccccc3ccc21	-3	-17	-2	-2	-7	3	-5
Cc1ccc(NC(=O)[C@@H](NC(=O)c2cccc(S(=O)(=O)N3CCOCC3)c2)C(C)C)cc1C	-3	1	5	-1	-2	0	37
O=C(C[C@H]1C=C[C@@H](NC(=O)c2cnccn2)[C@@H](CO)O1)NCc1ccccc1F	-7	5	2	3	5	2	-1
COc1cccc(NC(=O)CN(C)C(=O)c2c(-c3ccccc3)noc2C)c1	-4	.	-2	1	-2	0	2
N#Cc1ccc(-c2ccc(OCC3CNC(=O)O3)cc2)cc1 (configuration not stated)	-3	-47	-5	-22	-6	2	10
O=C(NCc1ccc2c(c1)OCO2)C(=O)NCC1OCCCN1S(=O)(=O)c1ccccc1 (configuration not stated)	41*	-7	.	0	.	4	-1
Cc1ccc(S(=O)(=O)N(C)C[C@@H]2Oc3c(NC(=O)C4CCCCC4)cccc3C(=O)N([C@H](C)CO)C[C@H]2C)cc1	3	4	9	4	.	-4	6
O=C(CSc1ccc2nnc(-c3ccncc3)n2n1)NCc1ccco1	-5	-1	.	1	6	7	2
CO[C@H]1CN(C)C(=O)c2cc(NC(=O)c3cnccn3)ccc2OC[C@@H](C)NC[C@H]1C	10	-10	-3	3	-1	0	.
CCCc1ccc(-c2cc(NC(=O)Cc3c(C)[nH]c4ccccc34)ccc2N(C)c2cccnc2)cc1	-7	-1	.	0	-11	-2	1
CC(=O)Nc1ccc(NC(=O)CSc2nnc(C)n2-c2ccccc2)cc1	2	-9	-15	0	10	-2	3
CCOc1cccc2sc(N(CCN(C)C)C(=O)c3ccc(Br)s3)nc12	-1	-1	0	-1	-4	-1	1
Cc1cc(C)c(C(=O)CSc2nnc(N)s2)c(C)c1	-3	0	2	0	-2	-1	5
C[C@@H]1CCCCO[C@H](CN(C)S(=O)(=O)c2cccs2)[C@H](C)CN([C@@H](C)CO)C(=O)c2cc(NC(=O)Nc3ccc(C(F)(F)F)cc3)ccc2O1	-4	-1	17	7	6	2	60
Cc1ccc(NC(=O)C2CC2)cc1S(=O)(=O)N1CCOCC1	15	3	-3	-5	-10	-1	6
COc1ccc(CN(C)C[C@@H]2Oc3ccc(NC(=O)Cc4ccccc4)cc3CC(=O)N([C@H](C)CO)C[C@H]2C)cc1	5	.	-7	4	.	-2	-7
Cc1cc(C)nc(NS(=O)(=O)c2ccc(NC(=O)c3ccc(S(=O)(=O)N4CC(C)OC(C)C4)cc3)cc2)n1 (configuration not stated)	.	.	-7	.	4	.	-2
CCCNC(=O)N(C)C[C@H]1Oc2ncc(C#CC(C)C)cc2C(=O)N([C@@H](C)CO)C[C@@H]1C	1	3	22	.	-4	.	-19
CCN(CC)c1ccc(/C=N/NC(=S)NC)c(O)c1	1	29	60*	-4	-22	6	-32
CC(=O)N1CCN(C(=O)c2ccc(Oc3ccccc3)cc2)CC1	-5	-5	-7	0	-4	2	2
Cc1ccc(NCCC(=O)c2cccs2)cc1C	-1	-85	6	13	-103	-3	9
O=C(C[C@H]1CC[C@H]2[C@@H](COC[C@@H](O)CN2C(=O)c2ccccc2F)O1)N1CCN(c2ccccc2)CC1	-5	0	5	4	-12	-6	4
CCCNC(=O)Nc1ccc2c(c1)OC[C@H](C)N(S(C)(=O)=O)C[C@H](C)[C@@H](OC)CN(C)C2=O	12	.	.	.	-7	.	-6
CCCCCC(=O)Nc1cccc(C2=NOC3(C2)C[C@H](C(N)=O)N(C(=O)COc2ccc(Cl)cc2)C3)c1 (some centres not stated)	-7	-8	-3	.	-1	3	26
COc1ccc(NC(=O)N2CC(=O)N3[C@H](C2)[C@H](c2ccc(/C=C/c4ccccc4)cc2)[C@@H]3CO)cc1	4	-3	.	2	1	0	105*
CCn1c(=O)n(CC)c2cc(N3CCCC3)c(NC(=O)c3c(F)cccc3F)cc21	2	-5	2	5	-7	1	-31
COc1ccc(CNC(=O)N2CCN(c3ccccc3OC)CC2)cc1	-3	-5	-59	0	0	-7	26
Cc1ccc(NC(=O)CCC(=O)N/N=C/c2cccnc2)cc1	-4	-5	1	1	-1	1	-5

# More entries follow:
Compound	DENV2 CPE rescue	EWS-Fli block	ARNT TACC3 PPI	SIRT5 block	LGR2 inh	Casp6 inh	PAX8 inh HTS
CCOc1ccc(CNC(=O)CCc2cn(C)c3ccccc23)cc1OC	1	10	-18	-2	12	-1	-1
CC1(C)S[C@@H]2[C@H](NC(=O)[C@H](N)c3ccccc3)C(=O)N2[C@H]1C(=O)OC1OC(=O)c2ccccc21 (some centres not stated)	2	10	-5	-3	-8	8	-8
C[C@@H]1CCCCO[C@@H](CN(C)CC2CC2)[C@H](C)CN([C@@H](C)CO)C(=O)c2cc(NC(=O)CCCN(C)C)ccc2O1	12	-8	.	.	-27	3	-41
Cc1noc(C)c1NC(=O)N(C)C[C@@H]1Oc2ccc(NS(=O)(=O)c3ccc(F)cc3)cc2C(=O)N([C@H](C)CO)C[C@@H]1C	2	-1	-3	.	-6	-1	.
Cn1c(N)c(C(=O)COC(=O)CC2CC3CCC2C3)c(=O)n(C)c1=O (configuration not stated)	-2	9	-1	-2	6	0	-8
Cc1ccc(S(=O)(=O)NN2C(=O)/C(=C/c3ccc(C(=O)O)cc3)SC2=S)cc1	0	1	9	-7	-5	15	12
O=S(=O)(c1cccs1)N1CCN(CCOc2ccc(Cl)cc2)CC1	-2	6	.	-1	5	3	34
O=c1c2ccccc2n2c(-c3cccc(F)c3)nnc2n1Cc1ccccc1	4	-16	.	-5	-4	-2	11
O=C(C(=O)N1CCc2ccccc2C1)c1cn(CC(=O)N2CCCC2)c2ccccc12	.	.	5	.	-4	.	-2
OC[C@@H]1CN(Cc2ccc3c(c2)OCO3)C[C@H](n2cnc3c(N4CCN(c5ccccc5)CC4)ncnc32)O1	4	11	.	.	-9	2	-17
NC(=O)C1CN(S(=O)(=O)c2ccc(Cl)cc2F)c2ccccc2O1 (configuration not stated)	-6	4	3	.	-14	1	36
COc1ccc(S(=O)(=O)N[C@@H]2C=C[C@H](CC(=O)N3CCc4ccccc4C3)O[C@@H]2CO)cc1	4	-4	.	10	1	2	14
N#C/C(=C(/O)C(Cl)(Cl)Cl)c1nc2ccccc2[nH]1	2	8	5	-6	0	13	9
CCN(CC)S(=O)(=O)c1ccc(NC(=O)CNC2CCCCC2)cc1	1	-6	14	-1	6	0	21
CC1CN(C(=O)CCC(=O)NCCCN2CCC(Cc3ccccc3)CC2)c2cc(Cl)ccc2O1 (configuration not stated)	-4	.	9	-5	0	-7	-20
CC(C)OC(=O)C(C)Nc1n[nH]c(=S)[nH]c1=O (configuration not stated)	0	12	5	1	.	7	-2
C[C@@H]1CN([C@@H](C)CO)C(=O)c2cc(NC(=O)CCC(F)(F)F)ccc2O[C@@H]1CN(C)S(=O)(=O)c1cn(C)cn1	4	-1	-7	0	-1	0	.
COc1ccc(OC)c(/C=N\NC(=O)c2ccc(=O)n(C)c2)c1	6	-2	-2	6	21	-2	4
COc1ccc(/C=N/N=C(\N)c2nonc2N)cc1	1	-57	-6	-1	38	-5	-74
COCC(=O)Nc1ccc2c(c1)C(=O)N(C)[C@H]1CC[C@H](CC(=O)Nc3ccccc3F)O[C@@H]1CO2	?	6	6	1	.	2	11
CCc1cc(C(=O)Nc2nnc(C3CC3)s2)sc1C	-1	-57	.	-3	-21	1	-138
COc1cc(-c2noc(C3CCCN(C(=O)c4ccccc4)C3)n2)cc(OC)c1OC (configuration not stated)	2	13	-7	0	8	2	-7
COc1cccc(CNC(=O)C2CCN(S(=O)(=O)c3cccs3)CC2)c1	0	0	-7	-2	-1	5	.
COc1ccc(S(=O)(=O)N2CC3(CN(Cc4ccccc4OC)[C@H](CO)c4[nH]c5cc(OC)ccc5c43)C2)cc1	-6	0	.	.	-9	.	.
CC(C)NC(=O)NCC[C@@H]1CC[C@@H](NS(=O)(=O)c2ccc(-c3ccccc3)cc2)[C@@H](CO)O1	0	13	-3	-2	12	1	4
OCC1(Cc2ccccc2)CCN(C2CCN(c3ccc(F)c(F)c3)CC2)CC1	-4	24	-1	5	27	-7	4

# Two entries picked at random from those above:
Compound	DENV2 CPE rescue	EWS-Fli block	ARNT TACC3 PPI	SIRT5 block	LGR2 inh	Casp6 inh	PAX8 inh HTS
CN(Cc1c(C(=O)N/N=C/c2ccccc2O)nnn1-c1nonc1N)C1CCCCC1	5	5	.	.	39	0	70*
COc1ccc(CNC(=O)N2CCN(c3ccccc3OC)CC2)cc1	-3	-5	-59	0	0	-7	26
